Source: PubChem BioAssay (several laboratories)
Hep lipid drop: inhibitors of hepatocyte lipid droplet formation, primary screen, imaging, high-throughput imaging, BODIPY stain | AID 1656, 2009 | 240,000 tested, 0.4% active | inhibition, % at 6.5 µM | AML12 mouse hepatocytes, oleate lipid droplets;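 active = lipid droplet intensity inhibited by at least 50%, with more than 500 cells counted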
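Material – mouse AML12 hepatocyte cell line, fixed after treatment · Compound dosing – one dose, 6.5 µM compound · Times – compound with oleate, overnight · Measured by – Image-based BODIPY and DAPI two-channel analysis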
HEK293 NOD2/NF-kB: NOD2 signaling inhibitors, cell-based, luminescence, uHTS, HEK293 (AID 1566) | one-dose inhibition, % at 4 µM; EC50 in µM for titrated hits | 290,000 tested, 0.63% active | HEK293 NOD2/NF-kB luciferase reporter, luminescence; higher % means a stronger effect; in the data active = inhibition above about 50%; note: many of its hits are not listed in these tables
b-catenin transl: modulators of beta-catenin nuclear translocation, primary screen, imaging, HeLa cells, immunofluorescence, high-content. nuclear translocation activity, % at 5 µM. 190,000 tested, 0.3% active. AID 1665, 2009;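 active = nuclear translocation activity above 50% at 5 µM, with a well cell count of 50 or more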;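 note: per-cell ratio of nuclear to cytoplasmic median beta-catenin stain intensity; plate controls were DMSO negative control for no effect and GSK-3 inhibitor IX positive control for full effect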
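Signal – beta-catenin immunofluorescence imaging with DAPI · Test system – human HeLa cell line · Dosing – 5 µM primary single dose, 0.1% DMSO, 0.02–20 µM confirmation series · Measure – % activation, nuclear-to-cytoplasmic median beta-catenin signal ratio per cell · Incubation – 24 h compound exposure at 37°C, 5% CO2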
Ins promoter up: insulin promoter activators in MIN6 cells, imaging, high-content screening, mouse beta cells; z-score at 5 µM; 190,000 tested, 0.3% active; MIN6 insulin promoter-GFP reporter; active compounds read high;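 active = z-score above 3 at 5 µM with at least 500 cells counted in the well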
Dynein transport: inhibitors of GR-EGFP nuclear translocation, primary screen, dynein cargo transport inhibitor project, imaging, high-content, 3617.4 mouse cells; test concentration mostly 20 µM; stimulated with dexamethasone, 1 µM; active compounds read low; 220,000 tested, 0.47% active; AID 1381, 2008; z-score, hits read low;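 active = plate z-score of nuclear minus cytoplasmic receptor signal below a set negative limit, without overly bright fluorescence or cell loss, cut at about -3.5 in these data, passing the limit was not always enough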;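 note: z-score of nuclear minus cytoplasmic ring GR-EGFP intensity difference per well; some compounds called inactive have numbers as strong as hits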
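Buffer or medium: tet-free, stripped-serum medium; Also added: dexamethasone, 1.0 µM final; Technique: high-content fluorescence imaging after fixation; Times: 48 h induction, 1 h compound, 30 min dex at 37 °C; Read-out: per-cell GR-EGFP intensity, nucleus versus surrounding cytoplasmic ring, well-averaged.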
Yfh1-depleted yeast: enhancers of respiration in Yfh1-depleted yeast, dose response, Friedreich's ataxia, plus single-dose screen (AID 1465); S. cerevisiae Yfh1-off respiration, WST-1 reduction, 72 h; higher fold induction means a stronger effect; fold induction at 50 µM; hits with a dose series show EC50 in µM; 220,000 tested, 0.074% active;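 active = fold induction of absorbance versus untreated yeast above a set limit, then at least 30% activation at any dose in follow-up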;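 note: activators that raise dye reduction in frataxin-depleted yeast; strong numbers were not always called active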
MT stabilize HCS: microtubule stabilizers in HeLa cells, primary screen, imaging, high-content imaging | HeLa tubulin immunostaining HCS, 24 h; share of cells brighter than vehicle mean+2SD | % tubulin-high responders, % at 10 µM | 200,000 tested, 0.83% active;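 active = plate Z-score above 3 for both tubulin-high and condensed-nucleus cell shares, with cell loss under 80%, at 10 µM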;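 note: anti alpha tubulin signal scored within the nucleus-defined area of each cell; some results filed as inactive read as strong as hits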
WT yeast gro inh: growth inhibition of WT strain, primary screen, mitochondrial fusion inhibitor project, WT and mutant strains, chemical genetic | mitochondrial fusion phenotypic screen | inhibition, % at 10 µM | 190,000 tested, 2.1% active; in the data active = inhibition above about 58%; tested in S. cerevisiae
Autophagy HCS: autophagy modulators in MEF cells, primary screen, imaging, high-content, MEF GFP-LC3 | MEF GFP-LC3 puncta imaging; test concentration mostly 10 µM | calls only at 10 µM (by protocol) | 190,000 tested, 0.98% active | AID 463193, 2010;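 active = percentage of spot-positive cells more than 3 SD above its plate mean, without a fluorescence outlier flag or 80% toxicity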;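 note: spot-positive cell cutoff set from DMSO-treated cells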
WT yeast gro inh mutant strain: recorded beside WT yeast gro inh, whose call it bears; inhibition, %; mitochondrial fusion phenotypic screen, mutant strain inhibition
Dynein transport cytoplasmic EGFP: also measured in Dynein transport; calls as there; z-score; measured here: cytoplasmic GR-EGFP intensity; active compounds read high
Dynein transport nuclear GR-EGFP: second read-out of Dynein transport, no call of its own (marks repeat the call); z-score; measured here: nuclear GR-EGFP intensity;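 lower value marks the stronger effect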
Dynein transport cell count: second read-out of Dynein transport, no call of its own (marks repeat the call); z-score; measured here: cell count per field
Ins promoter up cell count: also measured in Ins promoter up; calls as there; cell count; measured here: cytotoxicity, nuclei count;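 total cells summed across four imaged fields per well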
Hep lipid drop cells 6.5 µM: also measured in Hep lipid drop; calls as there; cell count; measured here: cell count, cytotoxicity flag;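 cells counted across two imaged fields per well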
b-catenin transl cell count 5 µM: also measured in b-catenin transl; calls as there; cell count; measured here: cell count, cytotoxicity flag
MT stabilize HCS Hoechst-high %: recorded beside MT stabilize HCS, whose call it bears; % Hoechst-high responders; measured here: nuclear condensation Hoechst responders;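 share of cells brighter than vehicle mean plus two SD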
MT stabilize HCS cytotoxicity %: also measured in MT stabilize HCS; calls as there; toxicity, %; measured here: cytotoxicity by cell density;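 0% = mean cell density of plate MIN control wells and 100% = no cells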
Autophagy HCS cell loss 18 h: recorded beside Autophagy HCS, whose call it bears; toxicity, %; measured here: cell loss, nuclei count;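 cell loss after 18 h compound exposure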
Starred values were filed as active, the others as inactive; i = inactive; · = no result given. An excerpt; the hit share may differ from the screen's.

SMILES	Hep lipid drop	Hep lipid drop cells 6.5 µM	HEK293 NOD2/NF-kB	b-catenin transl	b-catenin transl cell count 5 µM	Ins promoter up	Ins promoter up cell count	Dynein transport	Dynein transport cytoplasmic EGFP	Dynein transport nuclear GR-EGFP	Dynein transport cell count	Yfh1-depleted yeast	MT stabilize HCS	MT stabilize HCS Hoechst-high %	MT stabilize HCS cytotoxicity %	WT yeast gro inh	WT yeast gro inh mutant strain	Autophagy HCS	Autophagy HCS cell loss 18 h
CCC(=O)Nc1ccc(C(=O)OCc2ccc(Cl)c(Cl)c2)cc1	23	711	15%	·	·	-0.15	1397	-0.25	-0.25	-0.37	0.29	i	1.3	3.3	6.2	16	4	i	-2
COC(=O)COc1ccc(S(=O)(=O)N2CCCCCC2)cc1	-16	729	-8%	-0.8	1118	0.19	1296	-0.7	-0.1	-0.23	0.47	i	2.1	1.8	10	-17	0	i	-13
COc1ccc2nc(SCC(=O)N3CC(=O)Nc4ccccc43)c(C#N)cc2c1	-2	745	-12%	·	·	-0.21	937	0.92	0.07	1.1	-0.26	i	27*	43*	38*	15	6	i	28
Cc1cn(C(=O)c2ccccc2)c(=S)n1-c1ccc(Br)cc1	-32	699	-20%	-0.7	1175	·	·	-0.97	-0.27	-0.49	0.68	i	4.2	2.9	3.5	57	38	i	-6
Cc1cccc2c1OCC/C2=N\NC(=O)COc1ccccc1	·	·	-41%	·	·	·	·	-0.09	-0.24	-0.66	0.43	i	2.4	1.7	5.2	18	0	i	19
O=C(c1ccc(S(=O)(=O)N2CCCCC2)cc1)N1CCN(c2ccccc2F)CC1	-19	609	-1%	1.4	567	0.17	1369	-0.27	-0.25	-0.18	0.58	i	2.2	2.5	5.3	17	-12	i	8
Cc1onc(-c2ccccc2)c1C(=O)n1cc(Br)cn1	-6	736	8%	·	·	·	·	-0.33	-0.23	-0.13	0.72	i	2.2	2.3	7.2	-20	1	i	3
Nc1ccc(C2(c3ccc(N)cc3)C(=O)Nc3ccccc32)cc1	·	·	13%	·	·	·	·	-1	-0.14	-0.93	0.33	i	3.5	2.0	7.8	19	13	i	16
CCC(C(=O)Nc1sc(C(N)=O)c(C)c1C(=O)OC)c1ccccc1 (stereo not drawn)	-9	715	-14%	·	·	-0.51	1219	3.2	-0.11	1.6	-1.6	i	3.8	3.0	6.8	-7	-6	i	2
CCCCC(CC)C(=O)Nc1ccc(C)c(O)c1 (stereo not drawn)	-1	618	-1%	-0.8	1542	-0.71	1428	-0.2	-0.34	-0.0051	0.71	i	1.5	1.3	7.3	-4	12	i	-1
Cc1ccc(C(=O)N/N=C/c2ccc(N3CCOCC3)cc2)c(C)c1	-17	677	6%	-5.0	1235	-0.47	1189	1.6	0.11	0.8	-1.9	i	3.5	2.3	1.0	2	-17	i	15
CCOC(=O)CSc1nnc(CSc2nc3sc4c(c3c(=O)[nH]2)CCC4)n1C	·	·	2%	-2.6	963	-0.07	1318	-0.67	-0.32	0.26	0.19	i	1.1	1.6	5.8	12	2	i	-48
COc1ccc(CCN2C(=O)CC(NCc3ccc4c(c3)OCO4)C2=O)cc1OC (stereo not drawn)	·	·	7%	-0.4	981	-0.41	1346	-0.42	-0.42	0.1	0.66	i	3.2	2.5	5.5	9	15	i	13
CCOC(=O)c1csc(N)c1-c1ccc([N+](=O)[O-])cc1	-6	678	16%	0.0	1268	-1	1049	-0.27	-0.2	0.23	0.25	i	·	·	·	·	·	·	·
CCOc1ccc(N=C(/C(C(=O)C(=O)N2CCOCC2)=C(/O)c2ccccc2)c2ccccc2)cc1	0	688	7%	0.8	1340	-0.72	1444	0.46	-0.21	-0.18	0.43	i	·	·	·	·	·	·	·
CC(C)(C)c1ccc(CS(=O)(=O)CC2(O)CCN(C(=O)c3cccc(C(F)(F)F)c3)CC2)cc1	·	·	5%	·	·	·	·	-0.79	-0.2	-0.09	0.44	i	1.6	1.7	3.0	·	·	i	8
CCCCCCN(C(=O)CCCCCN1C(=O)NC(c2ccc(-c3ccccc3)cc2)C(C(=O)OCc2ccccc2)=C1C)C(C(=O)NCCCC)c1ccc(O)cc1 (stereo not drawn)	1	742	6%	-4.2	535	-0.83	954	0.094	-0.031	0.37	0.62	i	3.7	1.7	6.2	-1	-14	i	-6
O=C(N/N=C/c1ccc(N2CCOCC2)s1)c1ccc(NS(=O)(=O)c2cccs2)cc1	-2	732	16%	-1.0	1186	-0.64	1455	-0.15	-0.17	-0.043	0.5	i	·	·	·	·	·	·	·
Cc1ccc(-n2nnc3c(=O)n(CC(=O)c4ccccc4)cnc32)cc1	-7	584	-2%	-1.3	1169	-0.23	2197	0.092	-0.22	0.056	0.017	i	6.5	1.8	5.9	12	17	i	-2
Cc1ccc(OCc2nc(-c3ccccn3)no2)c(Br)c1	·	·	-126%	7.0	869	-0.63	1234	0.28	-0.16	0.1	-0.92	i	1.5	1.1	7.6	6	5	i	-2
Cc1nn(-c2ccc(Cl)cc2)c2[nH]c(=O)c(CNCc3ccc4c(c3)OCO4)cc12	·	·	0%	-0.8	1110	·	·	-0.41	-0.22	0.036	-0.21	i	6.0	3.0	1.5	13	15	i	-15
O=c1c(-c2n[nH]c(=S)n2-c2ccccc2)cccn1Cc1cccc(Cl)c1	9	716	3%	-2.1	1063	-0.8	1245	0.68	-0.29	0.59	0.13	i	3.4	2.9	5.0	7	1	i	-1
O=C(Nn1c(-c2ccccc2)nc2ccccc2c1=O)c1cccs1	-7	677	4%	4.4	476	-0.02	1289	1	-0.19	0.22	-0.68	i	2.8	3.0	9.0	-11	-8	i	-1
Cc1occc1-c1nnc(SCCCC(=O)c2ccc(F)cc2)n1C	·	·	-2%	0.1	1182	-0.26	960	-0.38	-0.2	0.18	0.24	i	5.3	0.8	11	11	3	i	16
O=C(Nc1ccc(Cc2ccc(NC(=O)C3CC3)c(O)c2)cc1O)C1CC1	-5	742	10%	-1.2	972	-0.84	1246	0.62	-0.035	0.24	0.57	i	3.6	3.2	2.7	-16	9	i	-4
CCC(=O)N(CCC(c1ccco1)C(C)C)Cc1ccccc1 (stereo not drawn)	-17	715	-18%	-2.2	1102	-0.47	1427	-0.21	-0.14	-0.15	-0.38	i	·	·	·	·	·	·	·
Cc1nc(-c2ccc(NS(=O)(=O)c3ccccc3)cc2)cs1	4	706	-13%	3.2	927	-0.31	1580	0.082	-0.29	-0.46	0.38	i	1.2	1.4	6.4	22	0	i	9
O=C(NC(c1ccccc1)c1ccccc1)C1CCCN(S(=O)(=O)c2cnc[nH]2)C1 (stereo not drawn)	·	·	-9%	·	·	-0.45	877	-0.19	-0.29	0.086	0.67	i	2.1	4.6	9.7	1	8	i	-3
CN1CCN(c2ccc(Cl)cc2NC(=O)C2COc3ccccc3O2)CC1 (stereo not drawn)	·	·	12%	-0.4	735	0.84	793	1.5	-0.069	1.7	-0.34	i	4.6	2.7	11	23	27	i	-51
Cc1cc(NC(=O)c2cc(C)on2)no1	8	647	5%	-0.3	993	0.64	1989	-0.27	-0.27	-0.45	1.1	i	4.1	2.7	4.9	24	8	i	-8
COc1ccc2c(c1OC)C(=O)OC2n1c(O)c(N=NC(C)=O)c2ccccc21 (stereo not drawn)	8	731	20%	0.4	1250	-0.47	1347	-0.76	-0.2	-0.76	2.2	i	·	·	·	·	·	·	·
NC(=O)c1ccc(C23CC4CC(CC(C4)C2)C3)o1	-2	735	17%	-0.2	587	-0.21	1278	0.025	0.57	0.048	-1.1	i	4.1	2.0	0.4	8	0	i	17

Among those listed so far, these contain an aryl thioether with sulfur outside any ring.
SMILES	Hep lipid drop	Hep lipid drop cells 6.5 µM	HEK293 NOD2/NF-kB	b-catenin transl	b-catenin transl cell count 5 µM	Ins promoter up	Ins promoter up cell count	Dynein transport	Dynein transport cytoplasmic EGFP	Dynein transport nuclear GR-EGFP	Dynein transport cell count	Yfh1-depleted yeast	MT stabilize HCS	MT stabilize HCS Hoechst-high %	MT stabilize HCS cytotoxicity %	WT yeast gro inh	WT yeast gro inh mutant strain	Autophagy HCS	Autophagy HCS cell loss 18 h
COc1ccc2nc(SCC(=O)N3CC(=O)Nc4ccccc43)c(C#N)cc2c1	-2	745	-12%	·	·	-0.21	937	0.92	0.07	1.1	-0.26	i	27*	43*	38*	15	6	i	28
CCOC(=O)CSc1nnc(CSc2nc3sc4c(c3c(=O)[nH]2)CCC4)n1C	·	·	2%	-2.6	963	-0.07	1318	-0.67	-0.32	0.26	0.19	i	1.1	1.6	5.8	12	2	i	-48
Cc1occc1-c1nnc(SCCCC(=O)c2ccc(F)cc2)n1C	·	·	-2%	0.1	1182	-0.26	960	-0.38	-0.2	0.18	0.24	i	5.3	0.8	11	11	3	i	16
